CHT block: inhibitors of human choline transporter CHT. High affinity choline transporter 1 (Homo sapiens), Q9GZV3. CHT-expressing cells, membrane potential dye, choline response; hits give low values. B-score at 10 µM. 310,000 compounds, 0.86% hits. AID 488975, 2010;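 active means B-score over 3 SD under the library average, and starting fluorescence ratio not unusually high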;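 further: choline stimulus applied at its EC90 after an EC20 pre-addition; B-score computed on integrated fluorescence ratio after choline addition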
Target sequence (Q9GZV3 whole entry, looked up): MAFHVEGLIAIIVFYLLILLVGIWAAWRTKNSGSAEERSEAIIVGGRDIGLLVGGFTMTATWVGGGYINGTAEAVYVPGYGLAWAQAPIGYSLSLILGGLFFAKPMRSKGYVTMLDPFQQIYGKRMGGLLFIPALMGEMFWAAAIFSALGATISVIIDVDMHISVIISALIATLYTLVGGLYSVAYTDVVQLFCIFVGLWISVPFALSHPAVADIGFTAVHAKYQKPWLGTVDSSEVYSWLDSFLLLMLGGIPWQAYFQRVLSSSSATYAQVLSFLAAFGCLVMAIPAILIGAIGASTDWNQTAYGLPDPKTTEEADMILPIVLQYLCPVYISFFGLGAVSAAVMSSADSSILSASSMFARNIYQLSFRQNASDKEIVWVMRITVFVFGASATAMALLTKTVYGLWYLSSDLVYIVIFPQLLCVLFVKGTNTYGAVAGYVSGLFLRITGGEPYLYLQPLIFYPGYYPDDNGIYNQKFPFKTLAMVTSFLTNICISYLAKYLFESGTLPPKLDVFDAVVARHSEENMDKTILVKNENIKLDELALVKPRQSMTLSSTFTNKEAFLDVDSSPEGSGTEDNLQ
CHT PAM: CHT positive allosteric modulators, primary screen, cell-based, membrane potential dye, choline EC20. High affinity choline transporter 1 (Homo sapiens), Q9GZV3. CHT-expressing cells; hits give high values; LV-AA mutant CHT in HEK293 cells. B-score at 10 µM. 310,000 compounds, 0.49% hits;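 active means initial fluorescence not abnormally high and integrated response B-score, plate-corrected, over 3 SD above library mean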
* = called active by the depositor.

The first four records, ahead of the listing:
Screening CCOC(=O)c1[nH]c(C)c(C(=O)NCCC2=CCCCC2)c1C returned CHT block inactive and CHT PAM inactive.
For N#CC1=C(N)Oc2cc3ccccc3cc2C1c1cccnc1 (stereo not given) the results were CHT block inactive and CHT PAM inactive.
`CCOc1ccc(S(=O)(=O)N2CCCC(C(=O)N3CCOCC3)C2)cc1Cl` (stereo not given) gave CHT block inactive and CHT PAM inactive.
Screening COCCNC(=S)Nc1ccccc1Cc1ccccc1 returned CHT block inactive and CHT PAM inactive.

The list itself, repeating the preview:
Screening CCOC(=O)c1[nH]c(C)c(C(=O)NCCC2=CCCCC2)c1C returned CHT block inactive and CHT PAM inactive.
For N#CC1=C(N)Oc2cc3ccccc3cc2C1c1cccnc1 (stereo not given) the results were CHT block inactive and CHT PAM inactive.
`CCOc1ccc(S(=O)(=O)N2CCCC(C(=O)N3CCOCC3)C2)cc1Cl` (stereo not given) gave CHT block inactive and CHT PAM inactive.
Screening COCCNC(=S)Nc1ccccc1Cc1ccccc1 returned CHT block inactive and CHT PAM inactive.
`CC(=O)N1CCc2cc(Br)cc(S(=O)(=O)NCc3ccccn3)c21` gave CHT block inactive and CHT PAM inactive.
`CCC(=O)N1CCc2cc(S(=O)(=O)Nc3ccccc3C)ccc21` gave CHT block inactive and CHT PAM inactive.
`O=C(Cn1ncn2cccc2c1=O)N1CCCCC1` gave CHT block inactive and CHT PAM inactive.
For O=C(COC(=O)c1oc2ccccc2c1COc1ccccc1)NCCN1C(=O)CSC1=O the results were CHT block inactive and CHT PAM inactive.
For CCC(=O)NC(c1cccs1)c1ccc2cccnc2c1O (stereo not given) the results were CHT block inactive and CHT PAM inactive.
For Cc1nn2c(N)c(C#N)cnc2c1-c1ccc(Cl)cc1 the results were CHT block inactive and CHT PAM inactive.
For Cc1ccc(Cl)cc1NC(=O)c1ccccn1 the results were CHT block inactive and CHT PAM inactive.
Cc1nn(CC2CC2)c(=O)n1-c1ccc(Cl)cc1 was read as CHT block inactive and CHT PAM inactive.
For CC1CC(C)CN(CCCNC(=O)CCC(=O)N2CCOc3ccccc32)C1 (stereo not given) the results were CHT block inactive and CHT PAM inactive.
CC1=C(C(=O)Nc2ccccn2)C(c2ccccc2Cl)NC(=S)N1 (stereo not given) was read as CHT block inactive and CHT PAM inactive.
For O=C(c1ccc(NS(=O)(=O)c2cccs2)cc1)N1CCCCC1 the results were CHT block inactive and CHT PAM inactive.
CCn1nc(C)c(NC(=O)c2cc(Br)ccc2Cl)c1C was read as CHT block inactive and CHT PAM inactive.
`COc1cc(NC(=O)c2cc(S(=O)(=O)N3CCc4ccccc43)cn2C)cc(OC)c1OC` gave CHT block inactive and CHT PAM inactive.
O=C(CN1CCN(c2ccccc2)CC1)Nc1ccc(OCc2ccccc2)cc1 was read as CHT block inactive and CHT PAM inactive.
Cc1ccc(C(=O)NCC2CCCO2)o1 (stereo not given) was read as CHT block inactive and CHT PAM inactive.
For CC(C)(C)C(=O)CSc1ncnc2sc3c(c12)CCC3 the results were CHT block inactive and CHT PAM inactive.
COc1ccc(C2Nc3ccccc3C(=O)N2NS(C)(=O)=O)cc1OC (stereo not given) was read as CHT block inactive and CHT PAM inactive.
Screening CCn1c(=O)cc(OCC(=O)Nc2cccc(C)n2)c2ccccc21 returned CHT block inactive and CHT PAM inactive.
`CC(=O)NC(Cc1cccc(F)c1)C(=O)NC1CCN(c2ncccc2[N+](=O)[O-])CC1` (stereo not given) gave CHT block inactive and CHT PAM inactive.
Cc1cc(N/N=C/c2ccc([N+](=O)[O-])o2)nc2ccccc12 was read as CHT block inactive and CHT PAM inactive.
`O=C(C1CC(c2cccc(Br)c2)=NO1)N1CCc2ccccc2C1` (stereo not given) gave CHT block inactive and CHT PAM inactive.
`Cc1ccc(CN(c2ccc(C(=O)Nc3cccnc3)cc2)S(C)(=O)=O)cc1` gave CHT block inactive and CHT PAM inactive.
O=C(COc1ccccc1)N1CCN=C1SCc1cccc(F)c1 was read as CHT block inactive and CHT PAM inactive.
For CC(C)Oc1cccc(C(=O)N2CCCC2)c1 the results were CHT block inactive and CHT PAM inactive.
CCN1CCN(c2ccc(S(=O)(=O)N3CCCCC3)cc2NC(=O)c2ccc(F)cc2)CC1 was read as CHT block inactive and CHT PAM inactive.
Cc1ccc(CC(=O)Nc2ccc(S(=O)(=O)N3CCOCC3)cc2)cc1 was read as CHT block inactive and CHT PAM inactive.
Screening O=C(Nc1ccc(-c2nc3ccccc3o2)cc1)c1cc(-n2cnnc2)ccc1Cl returned CHT block inactive and CHT PAM inactive.
Screening CCOP(=O)(OCC)C(NC(=O)Nc1cccc(Cl)c1)C(N)=O (stereo not given) returned CHT block inactive and CHT PAM inactive.
O=C(CSc1n[nH]c(=O)n1Cc1ccco1)Nc1ccccc1Cl was read as CHT block inactive and CHT PAM inactive.
For O=C(Nc1ccc(F)cc1F)c1ccc2nc(N3CCOCC3)sc2c1 the results were CHT block -10.5* and CHT PAM inactive.
Screening CC1CCC(C(C)C)C(OC(=O)C2=C3c4ccccc4S(=O)(=O)N3CC2)C1 (stereo not given) returned CHT block inactive and CHT PAM inactive.
For CS(=O)(=O)N(CC(=O)NCCSCc1cccc(Cl)c1)c1ccc(F)cc1 the results were CHT block inactive and CHT PAM inactive.
For Cc1c(/C=N/n2cnnc2)c2ccccc2n1CCOc1ccccc1 the results were CHT block inactive and CHT PAM inactive.
For Cc1cccc(NC(=O)C2CCCN2C(=O)Oc2ccccc2)c1 (stereo not given) the results were CHT block inactive and CHT PAM inactive.
`COc1cc(/C=N/NC(=O)c2ccc(CSc3nc4ccccc4[nH]3)cc2)cc(OC)c1OC` gave CHT block inactive and CHT PAM inactive.
`Cc1ccc(COCC(CC(C)C)N2CCN(C(=O)c3cccc(C(F)(F)F)c3)CCC2=O)cc1` (stereo not given) gave CHT block inactive and CHT PAM inactive.
Screening Cc1cccn2c(=O)c(/C=C(\C#N)C(N)=O)c(N3CCN(Cc4ccc5c(c4)OCO5)CC3)nc12 returned CHT block inactive and CHT PAM inactive.
CCN(CC)C(=O)CSc1ncnc2c1cnn2Cc1ccccc1 was read as CHT block inactive and CHT PAM inactive.
Screening Cc1ccc(N2C(=O)CCC2(C#N)c2ccccc2)cc1 (stereo not given) returned CHT block inactive and CHT PAM inactive.
`CCCOc1ccc(OCCn2nc(C(=O)O)c3ccccc3c2=O)cc1` gave CHT block inactive and CHT PAM inactive.
`CC(C)CNC(=O)C(=O)Nc1cc2c3c(c1)C(C)C(=O)N3CCC2` (stereo not given) gave CHT block inactive and CHT PAM inactive.
For CC(C)C(=O)Nc1c2c(nc3c1CCC3)CCCC2 the results were CHT block inactive and CHT PAM inactive.
For O=C1CCCN1CN1CCCCC1 the results were CHT block inactive and CHT PAM inactive.
O=C(O)c1cc(C2CC2)nc2ccccc12 was read as CHT block inactive and CHT PAM inactive.
S=C(NCCc1ccccc1)Nc1ccccc1 was read as CHT block inactive and CHT PAM inactive.
O=C(CCCC(=O)c1ccccc1)NCCc1ccccc1 was read as CHT block inactive and CHT PAM inactive.
Cc1ccc2nc(-c3ccccc3)cc(C(=O)NCC(c3ccco3)N(C)C)c2c1 (stereo not given) was read as CHT block inactive and CHT PAM inactive.
Cc1csc2c(=O)sc(NC(=O)c3ccc(F)cc3)nc12 was read as CHT block inactive and CHT PAM inactive.
`O=c1cc(CN2CCN(S(=O)(=O)c3ccc4c(c3)OCCO4)CC2)c2ccc(O)cc2o1` gave CHT block inactive and CHT PAM inactive.
CC(=O)Nc1ccc(S(=O)(=O)N=S(C)(C)=O)cc1 was read as CHT block inactive and CHT PAM inactive.
COc1ccc(C)cc1S(=O)(=O)N(CC(N)=O)Cc1ccccc1 was read as CHT block inactive and CHT PAM inactive.
For COc1cccc(C(=O)OCC(=O)c2c[nH]c3ccccc23)c1O the results were CHT block inactive and CHT PAM inactive.
CCOC(=O)c1ccc(NC(=O)CSc2nc3sc(C(=O)O)c(C)c3c(=O)[nH]2)cc1 was read as CHT block inactive and CHT PAM inactive.
`CC12C=CC3(O1)C(C(=O)N1CCCOC13)C2C(=O)O` (stereo not given) gave CHT block inactive and CHT PAM inactive.
Screening COc1ccc(S(=O)(=O)N(CC(=O)N2CCN(C)CC2)c2ccccc2)cc1OC returned CHT block inactive and CHT PAM inactive.
`CCOC1(C)OCC(=O)[C@]2(CCC3C4CCC5=CC(=O)C=CC5(C)C4C(=O)CC32C)O1` (stereo not given in full) gave CHT block inactive and CHT PAM inactive.
Screening CCc1cccc(C)c1NC(=O)CC1Oc2ccc(C)cc2NC1=O (stereo not given) returned CHT block inactive and CHT PAM inactive.
`CCOC(=O)c1ccc(S(=O)(=O)Nc2nc3cc(S(=O)(=O)NC4=NCCCCC4)ccc3s2)cc1` gave CHT block inactive and CHT PAM inactive.
For O=C(OCc1ccc([N+](=O)[O-])cc1)c1cc(=O)c2ccccc2o1 the results were CHT block inactive and CHT PAM inactive.
`CC(=O)Nc1ccc(SCC(=O)Nc2ccccc2Oc2ccccc2)cc1` gave CHT block inactive and CHT PAM inactive.
Screening CCN(CC)S(=O)(=O)c1cccc(NC(=O)/C=C/c2cccc([N+](=O)[O-])c2)c1 returned CHT block inactive and CHT PAM inactive.
Cc1cc(NCCCN2CCOCC2)n2nc(C)c(-c3ccc(F)cc3)c2n1 was read as CHT block inactive and CHT PAM inactive.
Screening COc1ccc(-c2cc(C(=O)NCc3ccco3)c3ccccc3n2)cc1 returned CHT block inactive and CHT PAM inactive.
`CCOC(=O)c1c(C)[nH]c(C(=O)N2CCN(C(=O)OCC)CC2)c1C` gave CHT block inactive and CHT PAM inactive.
For COc1ccc(-c2cc(C(=O)N3CCCCCC3)no2)cc1OC the results were CHT block inactive and CHT PAM inactive.
Screening O=C(O)c1ccc(-c2sc(Nc3ccccc3)n[n+]2-c2ccccc2)cc1 returned CHT block inactive and CHT PAM inactive.
For CC1CCN(C(=O)N2c3ccccc3Sc3ccccc32)CC1 the results were CHT block inactive and CHT PAM inactive.
`COc1ccc(OCC(=O)NNC(=O)c2ccccc2OCc2c(C)noc2C)cc1` gave CHT block inactive and CHT PAM inactive.
`Cc1nc2ccc(C(=O)O)cc2c2c1CC(CN)O2` (stereo not given) gave CHT block inactive and CHT PAM inactive.
CCc1cccc(OCCN2CCCC2)c1 was read as CHT block inactive and CHT PAM inactive.
Screening O=C1CC2(CC(c3ccc(Cl)cc3)=NO2)C(=O)N1c1ccccc1 (stereo not given) returned CHT block inactive and CHT PAM inactive.
`CC(NC(=O)CCNS(=O)(=O)c1ccc2c(c1)oc(=O)n2C)c1ccccc1` (stereo not given) gave CHT block inactive and CHT PAM inactive.
CC(NC(=O)COC(=O)c1cc(Cl)nc(Cl)c1)c1ccccc1 (stereo not given) was read as CHT block inactive and CHT PAM inactive.
Cc1csc(NC(=O)C2CCCCC2C(=O)O)n1 (stereo not given) was read as CHT block inactive and CHT PAM inactive.
Fc1ccc(/C=C/c2nnc(-c3cccs3)o2)cc1 was read as CHT block inactive and CHT PAM inactive.
Screening Cc1cc(C)c2c(n1)nn1c(NCCN3CCOCC3)cc(C)nc21 returned CHT block inactive and CHT PAM 6.88*.

Sorted by SMILES length (lowest first): part of the list above.
Cc1csc(NC(=O)C2CCCCC2C(=O)O)n1 (stereo not given) was read as CHT block inactive and CHT PAM inactive.
For CC1CCN(C(=O)N2c3ccccc3Sc3ccccc32)CC1 the results were CHT block inactive and CHT PAM inactive.
CC(NC(=O)COC(=O)c1cc(Cl)nc(Cl)c1)c1ccccc1 (stereo not given) was read as CHT block inactive and CHT PAM inactive.
Screening O=C1CC2(CC(c3ccc(Cl)cc3)=NO2)C(=O)N1c1ccccc1 (stereo not given) returned CHT block inactive and CHT PAM inactive.
`COc1ccc(OCC(=O)NNC(=O)c2ccccc2OCc2c(C)noc2C)cc1` gave CHT block inactive and CHT PAM inactive.

More results
For N#Cc1nc(COc2cccc(Cl)c2)oc1NCCN1CCOCC1 the results were CHT block inactive and CHT PAM inactive.
Cc1ccc(S(=O)(=O)Oc2ccc3c(c2)O/C(=C\c2cccnc2)C3=O)cc1 was read as CHT block inactive and CHT PAM inactive.
Screening CCCN1CCC(=O)N([C@H](CSc2ccc(OC)cc2)Cc2ccccc2)CC1 returned CHT block inactive and CHT PAM inactive.
`CCCn1nc(C(=O)Nc2ccc3nc(C)sc3c2)c2ccccc2c1=O` gave CHT block inactive and CHT PAM inactive.
Screening O=C(NC1CCCC1)C(c1ccncc1)N(C(=O)c1ccco1)c1ccc(Cl)cc1 (stereo not given) returned CHT block inactive and CHT PAM inactive.
`Cc1ccc(C(=O)O/N=C/c2c(C(F)(F)F)nn(C)c2Sc2ccc(Cl)cc2)cc1` gave CHT block inactive and CHT PAM inactive.
For O=C(c1cn(CC(=O)N2CCCC2)c2ccccc12)C1CCCCC1 the results were CHT block inactive and CHT PAM inactive.
For CC(C)n1cnc2c(oc3ccccc32)c1=O the results were CHT block inactive and CHT PAM inactive.
Screening COc1cccc(N2C(=O)CC(N3CCc4ccccc4C3)C2=O)c1 (stereo not given) returned CHT block inactive and CHT PAM inactive.
Screening CC(C)=CCN1CCN(Cc2nc(-c3ccc(F)cc3)cs2)CC1CCO (stereo not given) returned CHT block -5.41* and CHT PAM inactive.
CN(Cc1ccccc1F)Cc1cc(=O)oc2cc(O)c(Cl)cc12 was read as CHT block inactive and CHT PAM inactive.
Cc1nc(-c2ccccc2)cc(-c2ccccc2)n1 was read as CHT block inactive and CHT PAM inactive.

High-throughput results deposited in PubChem BioAssay by Johns Hopkins Ion Channel Center.

Compounds as they come. Share with any hit: about 1.5%.
